KOR beta-arrestin-1 – kappa opioid receptor activators – cell-based, luminescence, uHTS, primary screen (AID 1777). activation, % at 10 µM; hits with a dose series show EC50 in µM. 280,000 tested, 0.02% active. KOR beta-arrestin recruitment, luminescence; higher % means a stronger effect; in the data active means activation above about 50%, passing the limit was not always enough; further: a part of the inactive calls stands beside numbers as strong as those of hits
GPR55 beta-arrestin – selective activators of receptor GPR55 – imaging, U2OS cells, beta-arrestin-GFP redistribution, primary screen (AID 1961) | U2OS GPR55 beta-arrestin-GFP redistribution imaging; higher % means a stronger effect | 290,000 tested, 0.048% active | one-dose activation, % at 10 µM; EC50 in µM for titrated hits;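 active means activation above 40% with more than 50 cells counted in the well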;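 further: U2OS osteosarcoma cells stably expressing GPR55 and beta-arrestin-GFP; plate controls were DMSO negative control for no effect and LPI positive control for full effect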
GPR55 LPI antagonism – GPR55 antagonists blocking LPI-driven arrestin recruitment, primary screen, imaging, U2OS, beta-arrestin-GFP, LPI agonist (AID 2013); inhibition, % at 10 µM; hits with a dose series show IC50 in µM; U2OS GPR55 beta-arrestin-GFP translocation imaging, LPI antagonism; higher % means a stronger effect; 290,000 tested, 0.13% active;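 active means spots per cell inhibited over 60%, with over 100 cells counted and total cytoplasm intensity under 500,000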;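 further: U2OS cells stably carrying GPR55 and arrestin-GFP stimulated by 5 µM LPI near EC80; imaged beta-arrestin-GFP aggregate spots per cell after agonist stimulation; plate controls were LPI-stimulated DMSO wells for no effect and DMSO wells without LPI for full effect; some results filed as inactive read as strong as hits; confirmed hits need IC50 under 10 µM and bright autofluorescent wells are also inconclusive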
NTR1 agonist – agonists of NTR1, primary screen, imaging, U2OS cells, beta-arrestin-GFP, high content (AID 493036). activation, % at 20 µM. P30989. NTR1-U2OS beta-arrestin-GFP spot imaging, agonist mode. 330,000 tested, 0.17% active;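 active means activation at or above 40% of the spot to cytoplasm intensity ratio, with at least 20 cells analyzed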;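 further: 0% = DMSO without peptide and 100% = 100 nM NTR1 peptide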
Target sequence (P30989 whole entry, looked up): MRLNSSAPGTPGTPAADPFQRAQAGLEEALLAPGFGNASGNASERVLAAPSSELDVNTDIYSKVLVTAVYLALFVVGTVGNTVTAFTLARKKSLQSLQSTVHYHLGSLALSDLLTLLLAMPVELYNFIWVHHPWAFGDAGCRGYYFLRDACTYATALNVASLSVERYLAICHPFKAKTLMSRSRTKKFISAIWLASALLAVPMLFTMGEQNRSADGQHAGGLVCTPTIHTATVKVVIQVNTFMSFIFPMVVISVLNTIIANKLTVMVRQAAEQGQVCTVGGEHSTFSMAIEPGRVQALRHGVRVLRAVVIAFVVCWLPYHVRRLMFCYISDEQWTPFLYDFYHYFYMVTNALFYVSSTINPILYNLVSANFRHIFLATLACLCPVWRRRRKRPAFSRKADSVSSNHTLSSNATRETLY
UTI89 phage lysis – protection from phage-mediated lysis, alamar blue read-out – E. coli UTI89, K1F phage, bacterial capsule biogenesis inhibitors (AID 488966) | E. coli UTI89 K1F phage lysis, alamar blue, 2 h; higher % means a stronger effect | 340,000 tested, 0.02% active | inhibition, % at 100 µM, or IC50 in µM where a hit was titrated;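 active means phage lysis inhibition, versus mean bacterial control, above a set limit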;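 further: capsule biogenesis inhibitors block K1F phage lysis so surviving cells raise fluorescence; higher fluorescence means more inhibition of phage lysis; actives were called in the ten point dose series up to 300 µM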
KOR beta-arrestin-2 – kappa opioid receptor blockers – cell-based, luminescence, uHTS (AID 1778). 290,000 tested, 0.091% active. KOR beta-arrestin recruitment, luminescence, antagonist mode; higher % means a stronger effect. inhibition, % at 10 µM; hits with a dose series show IC50 in µM; in the data active means inhibition above about 50%; further: strong numbers were not always called active
NOD1 inhibition – inhibition of NOD1-driven NF-kB reporter – cell-based, luminescence, uHTS, primary screen (AID 1578); NOD1-driven NF-kB luciferase reporter cells, luminescence; higher % means a stronger effect; inhibition, % at 4 µM; hits with a dose series show EC50 in µM; 290,000 tested, 1% active; in the data active means inhibition mostly above about 36%, no sharp cut-off; inactive means mostly below about 34%;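 further: HEK-293T reporter cells stimulated with the NOD1 agonist gamma-tri-DAP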
Rac1 GTP hydrolysis – MgcRacGAP GTPase-activating activity inhibitors, confirmation, biochemical, ADP Hunter fluorescence. MgcRacGAP-stimulated Rac1 GTP hydrolysis, ADP Hunter fluorescence; higher % means a stronger effect; GST-tagged Rac1 F28L mutant substrate. AID 624330. inhibition, % at 30 µM; hits with a dose series show IC50 in µM. 340,000 tested, 0.6% active;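 active means first-screen hits whose inhibition reached a set limit at any dose in the follow-up dose series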;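 further: fluorescence reports GDP produced by GAP-driven GTP hydrolysis; strong numbers were not always called active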
GPR35 antagonists – inhibition of zaprinast-stimulated GPR35 beta-arrestin translocation – imaging, U2OS, beta-arrestin-GFP, zaprinast agonist, primary screen (AID 2058); U2OS GPR35 beta-arrestin-GFP translocation imaging, zaprinast antagonism; higher % means a stronger effect; one-dose inhibition, % at 10 µM; IC50 in µM for titrated hits; 290,000 tested, 0.052% active;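 active means inhibition of at least 50% with at least 30 cells and total cytoplasm GFP at most 10,000,000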
NTR1 agonist cell count 20 µM – second read-out of NTR1 agonist, no call of its own (marks repeat the call); cell count; measured here: cell count, cytotoxicity flag
* marks the source's active call; other numbers are inactive results; . = not tested or not shown; [ ] = another dose, or the depositor's remark. Only part of the results is shown; rates above refer to the full screens.

smiles,KOR beta-arrestin-1,GPR55 beta-arrestin,GPR55 LPI antagonism,NTR1 agonist,NTR1 agonist cell count 20 µM,UTI89 phage lysis,KOR beta-arrestin-2,NOD1 inhibition,Rac1 GTP hydrolysis,GPR35 antagonists
Cc1ccc(/C=N/NC(=O)c2cccc(S(=O)(=O)Nc3cccc(Cl)c3)c2)o1,-2.3%,-0.2%,9%,2.1,45,0.2%,-1%,-35%,4%,-7%
Cn1c(CNC(=O)c2ccccc2F)nnc1SCc1ccc(F)cc1,4.3%,-0.3%,0%,0.7,64,0.1%,-51%,40%,9%,-21%
C[C@H](NC(=O)c1nc[nH]c1C(=O)NCC(=O)OCc1ccccc1)C(=O)OCc1ccccc1,1.2%,-0.2%,-9%,8.0,107,0.0%,-78%[20 µM],-17%,4%,-7%
O=C(CNCc1ccccc1)Nc1ccc(F)cc1,3.9%,-0.3%,4%,0.9,56,1.5%,18%,-26%,-2%,-2%
Cc1sc2nc(CSc3ccccc3)nc(N3CCOCC3)c2c1C,-2.3%,-0.1%,2%,8.6,64,2.2%,27%,2%,2%,3%
COc1ccc(-c2nc3c(-c4ccccc4)cnn3cc2C)cc1F,-1.1%,-0.1%,1%,2.1,59,0.8%,18%,-22%,0%,-3%
Cc1ccc(NC(=O)c2oc3ccccc3c2C)nc1,5.5%,-0.1%,2%,2.9,42,0.0%,-31%,-41%,8%,2%
Cc1c(NC(=O)C2CC=CCC2C(=O)O)c(=O)n(-c2ccccc2)n1C (stereo not drawn),-2.8%,-0.2%,4%,2.8,36,0.3%,28%,-17%,11%,-7%
COc1cc(S(=O)(=O)N(Cc2ccccc2)Cc2ccccn2)ccc1-n1cnnn1,-1.5%,-0.2%,-2%,-0.1,47,0.2%,-32%,-44%,4%,0%
CCC(=O)N1CCc2cc(S(=O)(=O)CCC(=O)NCCc3ccc(OC)c(OC)c3)ccc21,0.5%,-0.3%,2%,0.0,51,-1.3%,-2%,-20%,5%,-9%
O=C(OCCOc1cccc(Cl)c1)c1ccc2ncsc2c1,-4.6%,-0.1%,-2%,3.8,36,-0.1%,10%,-6%,7%,33%
CC(C)Cn1c2nc3ccccc3nc2c2c(=O)n(CCN3CCOCC3)cnc21,-2.4%,0.3%,26%,-0.2,57,0.1%,17%,-4%,11%,-8%
O=C(CNS(=O)(=O)c1cccc(Br)c1)NCCCc1ccccc1,2.3%,0.2%,-1%,-1.4,58,-0.1%,-54%,-8%,6%,-2%
CC(=O)NC1=NN(C(C)=O)C(C)(c2ccc(C)cc2)S1 (stereo not drawn),5.5%,-0.3%,1%,-0.4,40,0.3%,-3%,-22%,8%,4%
O=c1nc(N/N=C/C=C/c2ccccc2)cn[nH]1,1.1%,-0.1%,-5%,-0.8,69,0.0%,-14%,6%,15%,2%
COc1ccc(N(CC(=O)N2CCCCCC2)S(=O)(=O)c2ccccc2[N+](=O)[O-])c(OC)c1,0.0%,-0.1%,2%,1.4,61,0.1%,0%,-18%,5%,7%

One compound at a time, from the list above. Order of screens: KOR beta-arrestin-1 | GPR55 beta-arrestin | GPR55 LPI antagonism | NTR1 agonist | NTR1 agonist cell count 20 µM | UTI89 phage lysis | KOR beta-arrestin-2 | NOD1 inhibition | Rac1 GTP hydrolysis | GPR35 antagonists
`COc1cc(S(=O)(=O)N(Cc2ccccc2)Cc2ccccn2)ccc1-n1cnnn1` in the list: -1.5% | -0.2% | -2% | -0.1 | 47 | 0.2% | -32% | -44% | 4% | 0%
`CCC(=O)N1CCc2cc(S(=O)(=O)CCC(=O)NCCc3ccc(OC)c(OC)c3)ccc21` in the list: 0.5% | -0.3% | 2% | 0.0 | 51 | -1.3% | -2% | -20% | 5% | -9%
`O=C(OCCOc1cccc(Cl)c1)c1ccc2ncsc2c1` in the list: -4.6% | -0.1% | -2% | 3.8 | 36 | -0.1% | 10% | -6% | 7% | 33%
`O=C(CNS(=O)(=O)c1cccc(Br)c1)NCCCc1ccccc1` in the list: 2.3% | 0.2% | -1% | -1.4 | 58 | -0.1% | -54% | -8% | 6% | -2%
`O=c1nc(N/N=C/C=C/c2ccccc2)cn[nH]1` in the list: 1.1% | -0.1% | -5% | -0.8 | 69 | 0.0% | -14% | 6% | 15% | 2%

Continued:
smiles,KOR beta-arrestin-1,GPR55 beta-arrestin,GPR55 LPI antagonism,NTR1 agonist,NTR1 agonist cell count 20 µM,UTI89 phage lysis,KOR beta-arrestin-2,NOD1 inhibition,Rac1 GTP hydrolysis,GPR35 antagonists
Cn1ncc(Cl)c1C(=O)N/N=C/c1ccccn1,-0.8%,0.6%,-14%,-0.5,47,-0.1%,-18%,50%,6%,-2%
COc1ccc(/C(C)=N/N2C(C)CCCC2C)c(OC)c1 (stereo not drawn),-2.0%,0.0%,16%,1.5,91,0.0%,-11%,-2%,4%,-3%
CCOC(=O)C(C(C)=O)c1nc(C)nc2c1nnn2Cc1ccccc1Cl (stereo not drawn),3.0%,-0.4%,2%,.,.,-1.3%,-10%,5%,4%,1%
Cc1ccc2[nH]c(=O)c(CN(CC3CCCO3)C(=S)NCc3ccco3)cc2c1 (stereo not drawn),5.3%,-0.3%,17%,0.5,82,0.5%[50 µM],-9%,0%,8%,2%
Cn1c(SCC(=O)Nc2sc3c(c2C#N)CCC3)nnc1C1COc2ccccc2O1 (stereo not drawn),0.8%,-0.1%,6%,3.7,78,-0.2%,13%,-39%,9%,-20%
O=[N+]([O-])/C(C(=C(Cl)Cl)N1CCOCC1)=C1\NCCO1,-0.4%,-0.1%,-2%,0.6,65,-0.3%,-14%,-37%,-6%,13%
CC1CC(C)CN(S(=O)(=O)c2cccc3nsnc23)C1 (stereo not drawn),-5.0%,0.0%,8%,1.2,52,2.9%[50 µM],28%,-25%,6%,-2%
CCO[C@@H]1OC(C(=O)N2CCN(Cc3ccccc3)CC2)=C[C@H](c2csc3ccccc23)[C@H]1CCCO,-2.6%,-0.2%,7%,8.3,90,0.2%,-5%,-1%,-43%,-4%
C[C@H]1C=C(C(=O)NCc2nc3ccccc3[nH]2)O[C@@H](OCc2ccc(CO)cc2)C1,1.5%,-0.1%,11%,1.7,57,0.6%,-3%,-6%,8%,-5%
CCOC(=O)CCCNC(=O)CCNC(=O)c1ccc(OC(C)C)cc1,-0.2%,0.0%,-3%,0.5,43,1.2%,2%,-4%,5%,-3%
CCCCNC(=O)C1CCCN(S(=O)(=O)c2c(C)noc2/C=C/c2cccs2)C1 (stereo not drawn),-0.1%,-0.1%,5%,2.0,57,0.1%,-9%,-6%,8%,-3%
CCOC(=O)C(C)/C(C)=N/NC(N)=S (stereo not drawn),-1.0%,0.7%,-12%,1.8,35,-13%,-51%,-25%,10%,3%
C=CCNC(=O)C1CC(=O)N(c2ccc(OCC(=O)NCc3ccccc3)cc2)C1 (stereo not drawn),-3.1%,-0.4%,7%,-0.1,61,1.8%,20%,-17%,6%,2%
Cc1ccc(C(=O)C2CCN(CC(=O)Nc3ccc4c(c3)OCCO4)CC2)cc1,0.2%,-0.2%,16%,-1.3,64,5.6%,-12%,-14%,13%,18%
O=C(CSc1nnnn1-c1ccccc1)N1CCc2ccccc21,1.9%,-0.1%,4%,0.1,42,2.0%,-2%,-20%,4%,-4%
O=c1cc(CNc2cc(Cl)ccc2Cl)nc2sccn12,7.6%,1.0%,-24%,2.2,74,0.7%[50 µM],2%,-11%,2%,-4%
O=C(CSc1cccc(C(F)(F)F)c1)NC(=O)c1ccccc1,-2.1%,-0.3%,9%,-0.5,83,0.3%,-31%,5%,10%,2%
O=S1(=O)c2ccccc2N=NN1Cc1cc(Cl)cc(Cl)c1,6.6%,-0.2%,3%,1.0,65,.,-2%,1%,.,-12%
COc1ccc(N(C)C(=O)CCC(=O)Nc2ccc3nc(N4CCOCC4)cc(C)c3c2)c(OC)c1,-0.8%,0.2%,3%,-0.2,78,-0.2%,50%,12%,2%,13%
Cc1ccc(NNC(=O)C(O)(c2cccc(C(F)(F)F)c2)c2cccc(C(F)(F)F)c2)cc1,3.7%,0.1%,-20%,8.5,50,0.9%,20%,-32%,5%,1%
C#CCOCCOCCOCCNc1nc(N2CCN(C(=O)[C@H](CCC(=O)O)n3cc(C(N)[C@H](C)CC)nn3)CC2)nc(N2CCN(C(=O)[C@H](CCC(=O)O)n3cc(C(N)[C@H](C)CC)nn3)CC2)n1 (stereo partly drawn),3.8%,0.1%,13%,-0.8,95,-0.8%,3%,-4%,3%,8%
Cn1nc(C(C)(C)C)c([N+](=O)[O-])c1C(=O)NC(C)(C)C,6.3%,0.1%,-25%,0.6,40,-0.8%[50 µM],16%,-38%,0%,4%
COc1ccc(NC(=O)NNC(=O)C(C)Oc2ccc(C(C)C)cc2)c(OC)c1 (stereo not drawn),2.3%,0.0%,-1%,0.1,51,0.3%[50 µM],-14%,-35%,3%,10%
c1ccc(CCCNc2ncnc3nc[nH]c23)cc1,3.0%,-0.1%,-8%,-0.9,56,-3.4%,-100%,18%,2%,-16%
CCOC(=O)C1CCN(C(=O)CC(C)S(=O)(=O)c2ccc3c(c2)NC(=O)CO3)CC1 (stereo not drawn),8.9%,-0.4%,1%,-0.6,65,1.4%,-18%,-6%,8%,22%
CCc1cc2c(NCCC(=O)O)ncnc2s1,3.6%,-0.1%,13%,-1.4,79,2.1%,-12%,-32%,9%,-5%
O=S(=O)(Nc1ccncc1Cl)c1ccc2ccccc2c1,0.2%,-0.3%,-3%,1.0,60,-0.1%,-11%,-6%,2%,6%
CCC(CC)C(=O)Nc1cccc(C(=O)Nc2nnc(C)s2)c1,-0.1%,-0.1%,-5%,-0.4,48,-0.5%,-24%[20 µM],9%,-12%,1%
O=C(NC1=NCCS1)c1sc2cc(Cl)cc(Cl)c2c1Cl,-0.6%,-0.3%,6%,7.6,67,1.8%[50 µM],4%,8%,3%,11%
O=c1c2cccnc2[nH]c(=S)n1CCC1=CCCCC1,4.3%,-0.1%,30%,1.5,90,0.8%,-22%,-22%,1%,8%
COCCNC(=O)C(=O)N/N=C/c1cccs1,-1.7%,0.5%,3%,-1.3,29,0.7%,4%,-31%,5%,-6%
CCN1CCC2(CCN(C(=O)c3cc(COc4cc(C)ccc4C)on3)C2)C1 (stereo not drawn),3.6%,-0.1%,19%,-0.3,67,0.4%,-1%,-13%,12%,-9%
